Source: PubChem (Broad Institute)
esBAF inh: SWI/SNF esBAF complex inhibition; AID 602393; reporter increase, % at 12.5 µM; mouse ES cells, Bmi1-luciferase knock-in reporter, 24 h; 100% = twice the neutral-well signal; 350,000 tested, 2% active; in the data active means activation above about 40%; inconclusive means no clear call, values can overlap the other calls;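 further: 0% = median of the plate's neutral control wells and 100% = double that signal; a rise in the Bmi1 reporter signal indicates esBAF inhibition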
miR-122 sensor: blocks miR-122 activity in Huh7 sensor cells | Huh7 miR-122 Renilla luciferase sensor, 48 h; neutral wells = 0, positive control = 100 | 340,000 tested, 0.3% active | activation (reporter increase), % at 12.5 µM;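 active means mean replicate activation score at least 90 and every replicate individually at or above 90; inconclusive means only one of the two criteria met; inactive means neither criterion met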;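 further: higher luciferase means less miR-122 activity so hits act as miR-122 inhibitors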
Cneo AK release: causes C. neoformans cell lysis. adenylate kinase release luminescence, 4 h; normalised: neutral wells 0, clomiphene wells 100. lysis activity, % at 15 µM. 360,000 tested, 0.2% active;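 active means mean lysis activity across replicates of at least 80%, whatever share of replicates individually reach that level; inactive means mean lysis activity below 80%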
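Material: C. neoformans cells | Amount: Yeast cell density of 5 × 10^6 cells/mL | Medium: Fresh YPD growth medium | Dosing: Single dose | Times: Static 4 h at 37 °C with compound, 1 h detection | Detection: AK luminescence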
ERp5 block: blocks human ERp5 reductase activity on insulin. Q15084. ERp5 insulin aggregation, absorbance 650 nm, 90 min. inhibition, % at 9.99 µM. 350,000 tested, 0.05% active. AID 651711;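 active means mean replicate inhibition above about 25%, with every replicate also reaching it, limit read from the data, passing the limit was not always enough; inconclusive means only one of those two criteria met; inactive means neither criterion met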
Target sequence (Q15084 whole entry, looked up): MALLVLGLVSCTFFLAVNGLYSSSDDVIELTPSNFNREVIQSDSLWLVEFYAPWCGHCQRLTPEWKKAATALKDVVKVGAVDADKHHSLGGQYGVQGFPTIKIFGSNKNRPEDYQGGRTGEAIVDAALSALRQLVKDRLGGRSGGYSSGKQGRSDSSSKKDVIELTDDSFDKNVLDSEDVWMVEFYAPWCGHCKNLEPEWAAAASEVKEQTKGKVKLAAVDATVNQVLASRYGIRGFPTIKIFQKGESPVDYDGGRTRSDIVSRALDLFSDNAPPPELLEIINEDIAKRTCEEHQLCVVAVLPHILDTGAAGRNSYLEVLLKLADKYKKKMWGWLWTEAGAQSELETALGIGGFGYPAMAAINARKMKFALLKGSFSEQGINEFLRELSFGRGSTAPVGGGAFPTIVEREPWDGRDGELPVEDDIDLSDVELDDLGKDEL
SIRT5 inh: sirtuin-5 (human) deacylase inhibition; 330,000 tested, 1.1% active; inhibition, % at 15 µM; Purified SirT5, succinyl-peptide AMC, trypsin-coupled fluorescence; Q9NXA8; in the data active means inhibition above about 15%; inconclusive means no clear call, values can overlap the other calls
Target sequence (Q9NXA8 whole entry, looked up): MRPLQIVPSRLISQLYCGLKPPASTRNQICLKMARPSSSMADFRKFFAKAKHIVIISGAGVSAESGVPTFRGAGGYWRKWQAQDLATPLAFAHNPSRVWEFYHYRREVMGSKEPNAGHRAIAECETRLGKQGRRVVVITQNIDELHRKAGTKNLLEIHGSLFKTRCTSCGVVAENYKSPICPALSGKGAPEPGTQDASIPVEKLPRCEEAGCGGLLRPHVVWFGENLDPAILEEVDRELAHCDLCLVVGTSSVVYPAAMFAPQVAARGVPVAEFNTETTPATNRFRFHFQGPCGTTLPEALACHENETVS
ARNT TACC3 PPI: disruptors of human ARNT/TACC3 interaction. Q9Y6A5. AlphaScreen His-ARNT PAS-B/GST-TACC3 binding, luminescence; TACC3 fragment carries E629A point mutation. inhibition, % at 9.99 µM. 390,000 tested, 0.66% active;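 active means mean inhibition of replicates at least 50% and at least half of replicates each reaching 50%; inconclusive means half or more replicates reach 50% but mean below 50%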;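 further: 0% = complete ARNT plus TACC3 wells and 100% = ARNT alone without TACC3; many hits fall short of the cut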
C2C12 statin: suppression of simvastatin myotoxicity | rescue of ATP level, % at 7.49 µM | C2C12 myotubes + simvastatin, ATP luminescence, 48 h; scaled: DMSO 0, geranylgeraniol control 100 | AID 602340 | 330,000 tested, 0.78% active;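 active means mean ATP rescue above about 67%, or every replicate alone reaching that limit, limit read from the data, passing the limit was not always enough; inconclusive means no clear call, values can overlap the other calls; inactive means mean under the limit and some replicate under it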;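 further: myotubes were challenged with 10 µM simvastatin during compound exposure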
* marks the source's active call; other numbers are inactive results; ? = inconclusive; · = no result given; & = joins results of further samples; [ ] = another dose, or the depositor's remark.

nr	Structure	esBAF inh	miR-122 sensor	Cneo AK release	ERp5 block	SIRT5 inh	ARNT TACC3 PPI	C2C12 statin
1	CCCNC(=O)C[C@@H]1CC[C@@H]2[C@H](COc3ccc(NC(=O)c4ccc(Cl)cc4)cc3C(=O)N2C)O1	-5.8	-2.7[16.7 µM]	·	·	·	·	-5.6
2	CN1C/C(=C\c2ccc(N3CCOCC3)cc2)C(=O)/C(=C/c2ccc(N3CCOCC3)cc2)C1	2.6	22.3	4.3	·	·	·	5.1
3	C[C@H]1CN([C@@H](C)CO)C(=O)c2cccc(NC(=O)Nc3cccc4ccccc34)c2O[C@@H]1CN(C)C(=O)Nc1cccc2ccccc12	-3.2	-0.6[16.7 µM]	-3.9	12.5	2.4	3.5	·
4	CN(C)c1nc(F)c(F)c(S(=O)(=O)c2ccccc2)c1F	4.0	·	-0.6	-4.7	-3.2	3.7	?
5	O=C(O)CN(Cc1ccco1)S(=O)(=O)c1ccc(F)cc1	3.2	-1.8	-0.2	·	·	-1.4	4.2
6	CCn1cc(NC(=O)Nc2ccc(OC)c(OC)c2)c(C(N)=O)n1	-6.0	-1.5	-0.5	·	·	9.4	1.0
7	Cc1noc(C)c1S(=O)(=O)Nc1cccc2c1O[C@H](CN(C)Cc1ccc(Cl)c(Cl)c1)[C@H](C)CN([C@@H](C)CO)C2=O	4.5	0.4[16.7 µM]	-0.3	-0.1	8.4	5.1	-37.2
8	CCn1c(CSc2ncn[nH]2)nc2cc(C(=O)O)ccc21	-0.5	-0.9	·	5.3	-0.5	-2.0	-0.2
9	CN1CCc2cccc3c2[C@H]1Cc1ccc(O)c(O)c1-3	-11.7&2.6&-7.7	0.1&3.0&5.5	-1.1&3.3&-3.7	-1.2&-2.0	0.6&-6.5	-4.1&14.6&1.9	-15.4&-11.3&-6.5
10	Nc1nc(N2CCOCC2)nc(N(c2ccccc2)c2ccccc2)n1	-3.9	4.2	2.9	3.5	2.2	-1.0	6.3
11	COc1ccc(-c2nc3c4ccccc4ccn3c2Cc2ccccc2C(F)(F)F)cc1OC	-7.7	0.9	1.4	7.5	-0.5	·	18.3
12	C/C=C/c1cnc2c(c1)C(=O)N([C@@H](C)CO)C[C@H](C)[C@@H](CN(C)S(=O)(=O)c1ccc(OC)cc1)O2	6.9	1.2[16.7 µM]	0.6	2.5	-3.0	1.0	-2.2
13	CC(=O)NC12CC3CC(C1)CC(C(=O)N(C)CC(=O)Nc1ccc(F)c(F)c1F)(C3)C2	4.4	1.1	0.8	2.2	-1.3	-14.0	0.1
14	Cc1ccc(OCC(=O)c2c(N)n(C)c(=O)n(C)c2=O)c([N+](=O)[O-])n1	-1.8	·	0.3	1.0	-26.1	·	10.6
15	C[C@@H]1CN([C@H](C)CO)C(=O)Cc2cc(NS(C)(=O)=O)ccc2O[C@H]1CN(C)Cc1ccccc1	1.1	3.3[16.7 µM]	56.0	-0.4	3.3	-3.0	-16.8
16	Cc1ccc(-c2nc(CS(=O)CC(=O)NCc3ccccn3)c(C)o2)cc1 (stereo not drawn)	-3.0	-6.3	0.5	-9.3	0.2	3.8	-9.1
17	O=C(CSC1CC(=O)N(CCc2ccccc2)C1=O)Nc1ccc(Br)cc1 (stereo not drawn)	·	-7.4	7.3	·	·	-7.2	·
18	O=c1[nH]c(-c2ccccc2)c(-c2ccccc2)nc1[N+](=O)[O-]	-6.4	·	·	-0.5	-1.5	-4.9	-0.2
19	N#Cc1cccc(C(c2nnnn2CCc2ccccc2)N2CCN(C3CCCCC3)CC2)c1 (stereo not drawn)	-8.0	·	-0.9	1.8	-4.8	4.2	-13.3
20	O=C(C1CCCO1)N1CCN(C(=S)Nc2cccc(F)c2)CC1 (stereo not drawn)	-3.2	-4.6	2.4	2.8	-2.1	-20.3	1.2
21	CCCn1c(NC(=O)CN2C(=O)NC3(CCCCC3)C2=O)nc2ccccc21	·	·	·	4.2	0.0	-1.3	·
22	O=C(Nc1ccc(N2CCOCC2)cc1)C1CC1	10.4	-0.5	-3.8	·	·	-7.2	1.6
23	O=C(Nc1ccc(N2CCCC2=O)cc1)c1cccc(F)c1	·	·	·	-2.9	-1.7	9.0	·
24	O=C(N[C@@H](Cc1ccccc1)C(=O)N[C@@H](Cc1ccccc1)C(=O)O)OCc1ccccc1	-6.4	0.8	14.2	-0.3	·	2.4	-1.3
25	CCC(=O)Nc1cccc2cccnc12	3.2	3.1	2.4	-1.5	-6.5	-1.4	7.0

(more compounds)
nr	Structure	esBAF inh	miR-122 sensor	Cneo AK release	ERp5 block	SIRT5 inh	ARNT TACC3 PPI	C2C12 statin
26	Cc1cc(C)c(C)c(OCCCn2ccnc2)c1	1.9	5.0	4.5	·	·	1.6	2.3
27	Cc1ccc(S(=O)(=O)Nc2ccc3c(c2)C(=O)N([C@@H](C)CO)C[C@H](C)[C@H](CN(C)C)O3)cc1	-1.8	3.3[16.7 µM]	60.0	-0.5	-1.6	-1.0	6.1
28	COC(=O)c1ccc(-c2ncc[nH]2)cc1	·	·	·	2.2	-23.6	23.5	·
29	O=C(OCc1ccc(Br)cc1)c1ccncc1	3.3	1.7	-0.2	0.2	0.8	·	-5.4
30	COC(=O)c1ccc(CNC(=O)COC(=O)CCN2C(=O)C3CC=CCC3C2=O)cc1 (stereo not drawn)	·	-2.2	·	-3.4	-3.7	-1.0	·
31	CN(C)c1ccc(CC(=O)N2CCCCC2c2cc(C(=O)Nc3cccc4c3CCCC4)no2)cc1 (stereo not drawn)	3.4	-6.5	1.4	6.7	·	·	9.8
32	Cc1ccccc1-c1ccc([C@@H]2[C@H]3CN(C(=O)Nc4ccc(F)cc4)CCCCN3[C@H]2CO)cc1	·	-25.8[16.7 µM]	1.9	1.3	6.8	-3.7	·
33	Cc1ccc(S(=O)(=O)Nc2ccc3c(c2)C(=O)N([C@@H](C)CO)C[C@@H](C)[C@@H](CN(C)C(=O)c2ccncc2)OCCCC[C@H](C)O3)cc1	1.8	1.3[16.7 µM]	1.6	·	·	-10.2	-34.0
34	COc1cccc(NC(=O)c2c(C)cc(C)cc2CC(C)(C)C(=O)O)c1	1.6	-5.3	·	5.0	-1.0	-0.8	3.5
35	Cc1ccn2c(=O)nc(SCC(=O)NCc3ccccc3)nc2c1	1.6	-5.3	5.1	-3.5	-1.3	4.0	0.4
36	Cc1nnsc1C(=O)N1CCCC1(C)C(=O)O (stereo not drawn)	-5.5	1.3	-0.4	-0.6	-2.2	·	25.2
37	COc1ccc(NC(=O)N(C)C[C@H]2Oc3ncc(C#CC(C)C)cc3C(=O)N([C@@H](C)CO)C[C@@H]2C)cc1	0.1	-10.4[16.7 µM]	0.3	-1.5	-4.2	-6.5	6.8
38	CSc1nsc(SCC(=O)Nc2ccccc2F)n1	35.5	1.3	-3.4	-8.8	-0.9	-0.9	3.8
39	CCN=C1SC(C(N)=O)CC(=O)N1CC (stereo not drawn)	2.4	-5.2	-0.9	·	·	-4.0	-2.3
40	C=CCN1C(=O)C(Cc2cccc(Cl)c2)S/C1=N/N=C/c1ccco1 (stereo not drawn)	-2.3	-1.0	4.4	-1.4	-3.6	-2.2	3.2
41	COc1ccc(CC(=O)NCC(c2ccc(OC)cc2)N(C)C)cc1 (stereo not drawn)	-1.7	-2.1	-0.9	1.0	-1.1	-2.0	5.6
42	CN(CC(=O)Nc1ccccc1Cl)CC(=O)Nc1cccc2ccccc12	-6.6	0.4	0.1	0.4	4.2	·	1.1
43	COc1ccc(S(=O)(=O)N(C)C[C@H]2OCCCC[C@H](C)Oc3ccc(NS(=O)(=O)c4cccs4)cc3C(=O)N([C@H](C)CO)C[C@@H]2C)cc1	0.3	-1.6[16.7 µM]	1.6	-1.1	11.8	1.8	·
44	O=S(=O)(c1cccc(F)c1)N1CC[C@@H]2[C@H]1c1cc(C#Cc3ccccc3F)ccc1N[C@@H]2CO	6.6	-5.3[16.7 µM]	-1.8	3.2	6.4	-1.7	8.3
45	CCOc1ccccc1NC(=O)C1CC2CCCC(C1)C2=O (stereo not drawn)	-1.4	-2.7	-2.3	·	·	4.0	7.4
46	COc1ccc(NC(=O)N(C)C[C@H]2Oc3ccc(NS(=O)(=O)c4ccc(OC)cc4)cc3CC(=O)N([C@@H](C)CO)C[C@@H]2C)cc1	1.4	4.5[16.7 µM]	-1.3	24.9	-1.1	-9.5	24.9
47	CN(C)S(=O)(=O)c1cccc(-c2cn3cccnc3n2)c1	·	-2.6	·	2.7	-20.9	·	·
48	Cc1ccsc1/C=C1/CN(C)Cc2c1nc1ccccc1c2C(=O)O	-2.1	-9.8	5.4	1.3	3.5	-0.3	9.1
49	CNC[C@H]1Oc2c(NC(=O)Nc3ccc(OC)cc3)cccc2C(=O)N([C@@H](C)CO)C[C@H]1C	-0.1	-1.5[16.7 µM]	-3.0	3.7	-1.7	-5.2	4.2
50	C/C(=N\NC(=O)Cc1ccccc1)c1ccc(Br)s1	2.0	-1.1	5.7	-4.8	-3.8	-1.3	9.2

Further structures follow:
nr	Structure	esBAF inh	miR-122 sensor	Cneo AK release	ERp5 block	SIRT5 inh	ARNT TACC3 PPI	C2C12 statin
51	Cc1cccc(OCCCC(=O)Nc2ccc(S(=O)(=O)Nc3nccs3)cc2)c1C	-3.4	14.9	-1.6	1.4	0.7	3.1	-7.7
52	COc1ccc(S(=O)(=O)N(C)C[C@@H]2Oc3cc(C#CC4CCCCC4)ccc3S(=O)(=O)N([C@H](C)CO)C[C@H]2C)cc1	·	-1.4[16.7 µM]	57.4	4.8	-0.1	-16.0	-53.1
53	Cc1occc1C(=O)NCc1ccccc1	-13.2	-6.6	-0.3	·	·	1.0	-6.5
54	C[C@@H]1CN([C@H](C)CO)C(=O)c2cc(NS(=O)(=O)c3cn(C)cn3)ccc2O[C@H]1CN(C)Cc1ccc2c(c1)OCO2	-2.3	-1.4[16.7 µM]	0.0	-3.0	-11.0	-4.7	9.9
55	O=C(COc1ccccc1)Nc1nn[nH]n1	-8.4	8.1	-2.8	·	·	4.4	112.2*
56	COC(=O)C[C@H]1CC[C@@H]2[C@H](COc3ccc(NC(=O)Nc4cc(C)cc(C)c4)cc3C(=O)N2C)O1	-4.4	·	6.9	-4.5	-3.9	4.6	11.1
57	COc1ccc(NC(=O)Nc2cccc3c2O[C@H](CN(C)Cc2ccc(C(=O)O)cc2)[C@H](C)CN([C@@H](C)CO)C3=O)cc1	-2.4	2.9[16.7 µM]	-10.6	3.3	4.4	-2.1	22.5

Compound profiles, from the list above. Values in the order: esBAF inh | miR-122 sensor | Cneo AK release | ERp5 block | SIRT5 inh | ARNT TACC3 PPI | C2C12 statin
`Cc1nnsc1C(=O)N1CCCC1(C)C(=O)O` (stereo not drawn) is listed with -5.5 | 1.3 | -0.4 | -0.6 | -2.2 | · | 25.2
`Cc1ccc(OCC(=O)c2c(N)n(C)c(=O)n(C)c2=O)c([N+](=O)[O-])n1` is listed with -1.8 | · | 0.3 | 1.0 | -26.1 | · | 10.6

Compounds were not picked by outcome, and some 4% of all compounds hit somewhere here.
